# Kir21 block – blocks the mouse Kir2.1 inward-rectifier potassium channel | P35561 | HEK293-Kir2.1, FluxOR thallium flux fluorescence; hits give low values | B-score at 10 µM | 310,000 tested, 0.85% active;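 active = fluorescence ratio B-score at or below minus 3 SD of library scores, with starting-brightness B-score within 2 SD, cut at about -4.2 in these data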;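 also: channel flux triggered by added potassium and thallium sulfate stimulus; B-score of peak minus minimum fluorescence over baseline after thallium stimulus; more negative B-score means stronger Kir2.1 block with less thallium influx; some compounds called inactive have numbers as strong as hits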
# Target sequence (P35561 whole entry, looked up): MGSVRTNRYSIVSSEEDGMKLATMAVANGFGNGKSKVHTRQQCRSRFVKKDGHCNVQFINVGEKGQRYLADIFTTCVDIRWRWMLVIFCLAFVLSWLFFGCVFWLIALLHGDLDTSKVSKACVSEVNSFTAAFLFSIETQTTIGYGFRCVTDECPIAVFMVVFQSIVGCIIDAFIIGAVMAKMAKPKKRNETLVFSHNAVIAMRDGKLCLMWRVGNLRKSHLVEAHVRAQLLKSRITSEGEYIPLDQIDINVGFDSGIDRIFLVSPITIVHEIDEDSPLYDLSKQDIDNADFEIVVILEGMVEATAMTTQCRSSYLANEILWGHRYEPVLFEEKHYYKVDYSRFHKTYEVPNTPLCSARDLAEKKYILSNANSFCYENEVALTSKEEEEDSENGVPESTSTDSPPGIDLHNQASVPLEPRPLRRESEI
# CHT inh – inhibitors of human choline transporter CHT; Q9GZV3; CHT-expressing cells, membrane potential dye, choline response; hits give low values; B-score at 10 µM; 310,000 tested, 0.86% active; AID 488975;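 active = B-score over 3 SD under the library average, and starting fluorescence ratio not unusually high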;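 also: choline stimulus applied at its EC90 after an EC20 pre-addition; B-score computed on integrated fluorescence ratio after choline addition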
# Target sequence (Q9GZV3 whole entry, looked up): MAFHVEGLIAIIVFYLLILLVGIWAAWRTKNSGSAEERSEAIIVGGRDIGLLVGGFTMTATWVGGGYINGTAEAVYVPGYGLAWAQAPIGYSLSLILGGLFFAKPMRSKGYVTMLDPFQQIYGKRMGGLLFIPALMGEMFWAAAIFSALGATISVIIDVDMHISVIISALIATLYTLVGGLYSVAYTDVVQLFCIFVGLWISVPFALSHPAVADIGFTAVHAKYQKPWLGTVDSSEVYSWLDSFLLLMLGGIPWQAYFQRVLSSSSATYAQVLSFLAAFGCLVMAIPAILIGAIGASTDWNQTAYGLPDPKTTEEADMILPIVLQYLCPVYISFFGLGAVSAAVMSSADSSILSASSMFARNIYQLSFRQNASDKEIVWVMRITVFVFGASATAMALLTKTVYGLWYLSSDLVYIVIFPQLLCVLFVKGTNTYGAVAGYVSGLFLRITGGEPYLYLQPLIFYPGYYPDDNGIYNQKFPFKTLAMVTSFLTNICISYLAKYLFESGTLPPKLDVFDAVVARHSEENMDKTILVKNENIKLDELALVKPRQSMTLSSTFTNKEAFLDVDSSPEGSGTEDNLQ
# * hit, by the source's call; i = inactive; nt = no result given.
# Second line of a record: Kir21 block	CHT inh
- N#CCCN(C(=O)COc1ccc(F)cc1Br)c1ccccc1F
→ 0.37	i
- COCCCNC(=O)c1sc2ncn(CC(=O)Nc3ccc(C)c(Cl)c3)c(=O)c2c1C
→ -0.93	i
- CN(C)S(=O)(=O)c1ccc(Cl)c(C(=O)NC2CCN(Cc3ccccc3)C2)c1 (stereo unspecified)
→ -0.62	i
- Cc1ccc(S(=O)(=O)c2c(C)cc(C)nc2Cl)c(C)c1
→ -0.3	i
- O=C1NC(=Nc2ccccc2)S/C1=C\c1cccn1-c1ccccc1
→ -1.1	i
- CCCn1cnc2cc(NC(=O)c3cccs3)ccc21
→ 1.2	i
- CN(CC(=O)NCc1ccc(Cl)cc1)S(=O)(=O)c1cccs1
→ 1.2	i
- O=C(CSc1nc2[nH]ncc2c(=O)[nH]1)c1ccc(Cl)cc1
→ 0.77	i
- O=c1[nH]c2ccccc2c2oc(CCl)nc12
→ 0.06	i
- COc1cc(OC)c(NC(=O)c2ccco2)cc1Cl
→ -0.16	i
- CCCCn1c(N)c(N(CC(C)C)C(=O)c2cc(-c3ccc(OC)c(OC)c3)nc3ccccc23)c(=O)[nH]c1=O
→ 2.2	i
- CCCNC(=O)OC[C@H]1O[C@H](CCO/N=C(\C)CCN2CCc3nc(-c4ccccc4)c(-c4ccccc4)cc3C2)C=C[C@@H]1Oc1ccc(OC)cc1
→ 0.65	i
- COC(=O)c1ccc(OCC(=O)NC2CCCCCC2)cc1
→ 2.2	i
- CCOC(=O)C1=C(C)C(c2ccccc2OC)NC(=O)N1 (stereo unspecified)
→ -1.1	i
- CC(=O)O[C@H]1C[C@@H]2CC[C@@H]3[C@H](CC[C@@]4(C)[C@H]3C[C@H]([N+]3(C)CCCCC3)[C@@H]4OC(C)=O)[C@@]2(C)C[C@@H]1[N+]1(C)CCCCC1
→ nt	i
- O=C(O)CSc1nc(-c2ccccc2)nc2c1oc1ccccc12
→ 1.9	i
- COc1cc(CNc2ncn[nH]2)ccc1OCc1ccccc1C
→ 0.87	i
- COc1ccccc1OCC(=O)Nc1ccc(S(=O)(=O)N(C)c2ccccc2)cc1
→ 1.9	i
- CCn1c(SCC(=O)NNC(=O)c2ccc(OC)cc2)nnc1C(C)C
→ 2	i
- COc1cccc(NC(=O)C(C)SCc2ccccc2)c1 (stereo unspecified)
→ 0.21	i
- CCOc1ccc(-c2nc(N)ncc2-c2ccc(Cl)cc2)c(O)c1
→ -0.14	i
- COc1ccc(NC(=O)CSc2nccn2Cc2ccco2)cc1OC
→ -0.29	i
- CC(C)Oc1ccc(CN=C(N)N=C(N)N)cc1Cl
→ -0.09	i
- COc1ccc(OC)c(-c2cc(C(=O)N3CCN(c4ncccn4)CC3)c3ccccc3n2)c1
→ 0.47	i
- O=C(N/N=C/c1ccc(O)cc1O)C1CC1
→ 0.64	i
- CCC(C)(C)NC(=O)CN(C(=O)CNS(=O)(=O)c1ccc(F)cc1)c1ccc2c(c1)OCCO2
→ -0.81	i
- O=C(NNC(=O)c1cc([N+](=O)[O-])ccc1Cl)c1cccnc1
→ -0.13	i
- Cc1cccc(NCc2ccc([N+](=O)[O-])s2)c1
→ -0.04	i
- COc1ccc(CCNC(=O)C(=O)NCc2ccc(Cl)cc2)cc1OC
→ 0.07	i
- O=C(Nc1ccon1)c1ccccc1F
→ -0.38	i
- CCOC(=O)N1CCC(NC(=O)c2cnn3c(C(F)(F)F)cc(-c4cccc(OC)c4)nc23)CC1
→ 0.13	i
- COc1cccc(CC(=O)NCC2COc3ccccc3O2)c1OC (stereo unspecified)
→ -0.02	i
- C=CCn1c(=O)c2ccccc2n2c(SCc3nnc(-c4ccccc4Br)o3)nnc12
→ 0.18	i
- O=C(NC(NC1CCS(=O)(=O)C1)C(Cl)(Cl)Cl)c1ccc(Br)cc1 (stereo unspecified)
→ 0	i
- O=C(COc1ccc(S(=O)(=O)N2CCCCC2)cc1Cl)N1CCOCC1
→ 0.4	i
- CN(C)/C=N/c1c(C(=O)NCc2ccccc2)nnn1Cc1ccccc1
→ -1.2	i
- COc1ccccc1CC(=O)NCC(c1ccco1)N1CCCCC1 (stereo unspecified)
→ -0.54	i
- O=C(O)CSc1nnc(-c2ccc(Cl)cc2Cl)n1-c1ccc(Br)cc1
→ -1.1	i
- Cc1ccc(C2NC(c3ccc(C)cc3)C(C)C(=NO)C2C)cc1 (stereo unspecified)
→ 0.81	i
- Cc1ccc(Cl)cc1N1CCN(S(C)(=O)=O)CC1
→ 0.74	i
- CCn1c(SCC(=O)Nc2nc3ccccc3s2)nnc1-c1ccc(Br)cc1
→ 0.94	i
- CN1CCC(N(C)S(=O)(=O)c2ccc(NC(=O)COc3cccc(C(F)(F)F)c3)cc2)CC1
→ -0.54	i
- CN(C(=O)CCc1nnc(-c2ccc(-c3ccccc3)cc2)o1)C1CCOCC1
→ 0.27	i
- Cc1cccnc1NC(=O)CCNC(=O)c1ccc(Cl)cc1
→ 1	i
- CC(=O)c1cccc(NC(=O)c2ccc(NC(=O)CCS(=O)(=O)c3cccs3)cc2)c1
→ 1.7	i
- Cc1ccc(N2C(=O)CC(N3CCN(C)CC3)C2=O)cc1 (stereo unspecified)
→ 1	nt
- CC(=O)c1ccc(N(C(=O)Cn2nnc3ccccc32)C(C(=O)NC2CCCCC2)c2cn(C)nc2C)cc1 (stereo unspecified)
→ 2.4	nt
- N#Cc1sc2nc(-c3ccccc3)cc(C(F)(F)F)c2c1N
→ 0.36	nt
- CCC(O)(C#CCN1CCCCC1)CC
→ 0.68	i
- CCC(=O)N1CCN(c2ccc(NC(=O)c3ccc([N+](=O)[O-])o3)cc2Cl)CC1
→ 0.03	nt
- O=S(=O)(NC1CCCCC1)c1cccc(-c2nnc(-c3ccccc3)o2)c1
→ 0.72	i
- O=C(O)c1cccnc1SC1CC(=O)N(c2ccccc2)C1=O (stereo unspecified)
→ -0.7	i
- O=C(COc1ccc(Cl)cc1Cl)Nc1nnc(C2=COCCO2)o1
→ 1.2	i
- Cc1ccc(NS(=O)(=O)c2ccc3c(c2)NC(=O)CO3)cc1
→ 0.06	i
- COc1ccc(C(=O)NCC(=O)NCC2COc3ccccc3O2)cc1 (stereo unspecified)
→ -1.4	i
- O=C(CCC(=O)N1CCOc2ccc(Cl)cc21)NCCCN1CCC(Cc2ccccc2)CC1
→ -6.6*	i
- CC(=O)N1N=C(c2ccc(C)cc2)CC1c1ccco1 (stereo unspecified)
→ 0.01	i
- CCOC(=O)CC1COc2ccccc2N1C(=O)c1cccc([N+](=O)[O-])c1 (stereo unspecified)
→ -1.6	i
- COc1ccc(NC(=O)CNS(=O)(=O)c2ccc(Cl)cc2)cc1
→ 0.71	i
- O=C1/C(=C/c2ccco2)Cc2ccccc21
→ 0.01	i

# Other compounds:
# Second line of a record: Kir21 block	CHT inh
- CN1CCC2(CC1)NC(=O)NC2=O
→ -1.2	i
- COc1ccc(CC(=O)Nc2nn(C)c3nc4c(C)cccc4cc23)cc1
→ 0.19	i
- Oc1ccc(N2Cc3ccccc3C2)cc1
→ -0.41	i
- CCc1ccc(C(=O)OCC(=O)Nc2cccc(S(=O)(=O)NC3=NCCCCC3)c2)cc1
→ 0.25	i
- CSCCC(NC(C)=O)C(=O)OCC(=O)N(c1ccccc1)c1ccccc1 (stereo unspecified)
→ 1.5	i
- CCN(C(C)=O)c1nnc(CSc2nc3ccccc3s2)s1
→ -0.03	nt
- CCn1c(=O)n(CC)c2cc(N3CCCC3)c(NC(=O)c3ccccc3F)cc21
→ 0.64	i
- CCC1=C(OC(=O)N(CC)CC)N2C(=O)OC(=NCCc3c[nH]c4ccccc34)[C@]2(C)[C@H]2C1=CC[C@H]1C(=O)NC(=O)[C@H]12
→ 0.02	i
- Cc1ccc(SCc2cc(=O)n3[nH]cnc3n2)cc1
→ -1.8	i
- O=[n+]1cc(-c2ccc(F)cc2)n([O-])c2c1CCC2
→ -0.13	i
- CCN1CCN(c2ccc(NC(=O)c3ccc4c(c3)OCO4)cc2)CC1
→ 0.12	i
- CN(CC(=O)Nc1ccc(N2CCOCC2)cc1)C(=O)CCNC(=O)c1ccc(Br)cc1
→ 0.22	i
- CCOC(=O)C1C(=O)CC(C)(O)C(C(=O)OCC)C1c1ccc(OCC)cc1 (stereo unspecified)
→ -1.6	i
- NC(=O)c1nnn(-c2nonc2N)c1-c1ccc([N+](=O)[O-])cc1
→ 1.4	i
- CCn1c(-c2ccc(-c3ccccc3)cc2)c[nH]c1=S
→ -0.66	i
- C/C(=N\NC(=O)CNC(=O)C(c1ccccc1)c1ccccc1)c1ccc(C)cc1
→ -0.13	i
- CCOc1ccccc1C(=O)NCC(=O)NCC(c1ccc(OC)cc1)N1CCOCC1 (stereo unspecified)
→ 0.42	i
- CCc1ccc(NC(=O)c2cc(-c3ccc(F)cc3)on2)cc1
→ 0.35	i
- O=C(NCCC(=O)N1CCc2ccccc21)c1ccccc1Cl
→ 0.07	i
- CCOc1ccccc1N1CCN(CC(=O)Nc2ncc(C)s2)CC1
→ -2	i
- O=c1c2ccccc2nc(-c2ccccc2)n1CCCn1ccnc1
→ -1.5	i
- CCCc1c(C(=O)N/N=C/c2ccc(OC)c(OCc3ccccc3)c2)nnn1-c1nonc1N
→ -0.47	i
- CC1=CSC2=NC(=O)/C(=C/c3cccc(OC(=O)c4ccco4)c3)C(=N)N12
→ 0.15	i
- O=C(C/C=N\OCc1ccc([N+](=O)[O-])cc1)Nc1ccc(Br)cc1
→ 0.69	i
- CCCCCCCCCS(=O)(=O)N/N=C/c1cccc([N+](=O)[O-])c1
→ 0.88	i
- COC(=O)[C@@H](NC(=O)O[C@@H]1C(=O)c2cc(Br)ccc2O[C@H]1c1cccc(OC)c1)C(C)C
→ 1.3	i
- CCOC(=O)c1sc(Nc2cccc(C)c2C)nc1C
→ 0.33	i
- C=CCn1c(C)cc(C(=O)COC(=O)C2CC(=O)N(CCc3ccc(OC)c(OC)c3)C2)c1C (stereo unspecified)
→ -1.7	i
- Cc1nc2ccc(NC(=O)N(C(C)C)C(C)C)cc2s1
→ -0.32	i
- Cc1ccc(CSCC(=O)NCc2cccnc2)cc1
→ 0.21	i

# 6 records drawn at random from the list so far:
# Second line of a record: Kir21 block	CHT inh
- CCCCCCCCCS(=O)(=O)N/N=C/c1cccc([N+](=O)[O-])c1
→ 0.88	i
- CCn1c(-c2ccc(-c3ccccc3)cc2)c[nH]c1=S
→ -0.66	i
- COC(=O)[C@@H](NC(=O)O[C@@H]1C(=O)c2cc(Br)ccc2O[C@H]1c1cccc(OC)c1)C(C)C
→ 1.3	i
- CCOC(=O)C1C(=O)CC(C)(O)C(C(=O)OCC)C1c1ccc(OCC)cc1 (stereo unspecified)
→ -1.6	i
- CSCCC(NC(C)=O)C(=O)OCC(=O)N(c1ccccc1)c1ccccc1 (stereo unspecified)
→ 1.5	i
- NC(=O)c1nnn(-c2nonc2N)c1-c1ccc([N+](=O)[O-])cc1
→ 1.4	i

# Following part
# Second line of a record: Kir21 block	CHT inh
- Cc1ccc(C)c(-c2cc(C(=O)Nc3nccs3)c3ccccc3n2)c1
→ 0.37	i
- COc1ccc2nc(SCC(=O)O)nc(C)c2c1
→ nt	i
- Cc1cc(C)c(C#N)c(SCc2[nH]nc3c2C(c2ccc(F)cc2)C(C#N)=C(N)O3)n1 (stereo unspecified)
→ -0.54	i
- Cc1c(C(=O)OC/C(O)=C(\C#N)c2nc3ccccc3[nH]2)oc2ccc(Br)cc12
→ -1.2	i
- CCN(CC)C(=O)C1c2ccccc2Oc2ccccc21
→ -14	i
- CCC(=NCCc1c(C)[nH]c2ccccc12)C1=C(O)CC(c2ccccc2)CC1=O (stereo unspecified)
→ -0.65	i
- CC(C)Cc1ccc(C(C)NC(=O)Cc2ccc(S(=O)(=O)N3CCOCC3)s2)cc1 (stereo unspecified)
→ -0.59	i
- Cn1c(COc2ccccc2)nnc1SCC(=O)Nc1ccc(S(N)(=O)=O)cc1
→ -0.72	i
- O=C(CS(=O)(=O)Cc1ccccc1)Nc1ccc(S(=O)(=O)N2CCCCCC2)cc1
→ 0.09	i
- COc1cccc(N2CCN(c3ccc4nnc(CCC(=O)Nc5ncccc5C)n4n3)CC2)c1
→ -0.64	i
- O=C(COc1ccc(Cl)cc1)NCc1nnc(SCC(=O)Nc2ccc(F)cc2F)o1
→ -1.2	i
- COc1cc2c(cc1OC)C(c1ccccc1)N(C(=O)c1ccccc1)CC2 (stereo unspecified)
→ -2	i
- Cc1ccc(C(=O)N/C(=C/c2ccco2)C(=O)OCN2C(=O)c3ccccc3C2=O)cc1
→ 0.14	i
- Cc1cc(C)n2nc(C(=O)N(C)c3c(N)n(Cc4ccccc4)c(=O)[nH]c3=O)nc2n1
→ 0.09	i
- O=C(CN1CCN(c2ccccc2)CC1)Nc1ccccc1Sc1ccccc1
→ 0.55	i
- O=C(CSCc1ccccc1)N1CCN(Cc2ccc3c(c2)OCO3)CC1
→ 0.12	i
- O=C(Cn1nnc(-c2ccccc2)n1)N=Nc1c(O)[nH]c2ccccc12
→ 2.9	i
- COc1ccc(-c2nnc(SCC(=O)NCC3CCCO3)n2C)cc1 (stereo unspecified)
→ -1.5	i
- Cn1c(SCC(=O)Nc2cccc(F)c2)nnc1-c1cc2ccccc2o1
→ -0.93	i
- COC(=O)c1cnc(SC)nc1C
→ 1.1	i
- NC(=O)Nc1ccc(C(=O)OCC(=O)Nc2cccc(S(=O)(=O)NC3=NCCCCC3)c2)cc1
→ 0.35	i
- Oc1ccc(F)cc1-c1cc(-c2ccc3c(c2)OCCO3)n[nH]1
→ 0.59	i
- COc1ccc(NS(=O)(=O)c2ccc(-c3ccccn3)s2)cc1
→ -1.7	i
- Cc1cc(=O)c(C(=O)O)cn1-c1ccc(C(C)C)cc1
→ -1.1	i
- Cn1c(SCc2nn[nH]n2)nc2c1c(=O)n(Cc1ccccc1Cl)c(=O)n2C
→ 0.49	i
- CN(Cc1ccccc1)S(=O)(=O)CCNC(=O)c1ccc2c(c1)OCO2
→ -0.01	i
- COc1ccc(CSc2nc(CSC)cc(N3CCOCC3)n2)cc1
→ -1.4	i
- Cc1ccc2c(c1)C(=O)C(=O)N2CC(=O)Nc1ccccc1NC(=O)c1ccccn1
→ -0.55	i
